TDP-43 yeast inh: inhibitors of TDP-43 toxicity in yeast | Potency, µM (doses to about 46.1 µM), without a hit: at the top dose growth rescue (activation), usual class: activators | 410,000 tested, 1.8% active | TDP-43 expressing yeast growth rescue, BacTiter-Glo, 24 h; note: potency is the fitted concentration of half-maximal effect; % of control where 0% means no effect; nearly all actives have a fitted effect of over 50% in size
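Luminescence from BacTiter-Glo reports growth of TDP-43-expressing yeast after 24 hr at 30 deg C with compound. Cells were raffinose-pregrown to mid-log, then seeded in galactose medium at OD600=0.02.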
pAkt inh: blocks phosphorylation of Akt; 360,000 tested, 0.32% active; Neuro2A IGF-stimulated pAkt S473 HTRF, 20 min; active compounds read low; AID 651550; activity change, % for hits at 50 µM; in the data active = activity change below about -80%; inconclusive = mostly about -51% to -80%; note: % is set by controls: 0 for no effect and ±100 for the full control effect
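Neuro2A cells in DMEM with 0.5% FBS, overnight at 37 deg C, given compound at single 50 µM final, then IGF (6 nM final) for 20 min at 37 deg C. Lysed; phospho-Akt Ser473 by HTRF after 24 h, 665/615 ratio.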
GLP1R inv ag: inverse agonists of human GLP-1 receptor | P43220 | HEK293 GLP-1R CRE-luciferase, luminescence, 24 h; GLP-1R form is constitutively active | Potency, µM (series often up to 38.3 µM), without a hit: at the highest dose activity change, negative = inhibition, usual class: inhibitors | 410,000 tested, 1.6% active | AID 624417; note: potency is the fitted concentration of half-maximal effect; % is set by controls: 0 for no effect and ±100 for the full control effect; nearly all actives have a fitted effect of over 55% in size
Target sequence (P43220 whole entry, looked up): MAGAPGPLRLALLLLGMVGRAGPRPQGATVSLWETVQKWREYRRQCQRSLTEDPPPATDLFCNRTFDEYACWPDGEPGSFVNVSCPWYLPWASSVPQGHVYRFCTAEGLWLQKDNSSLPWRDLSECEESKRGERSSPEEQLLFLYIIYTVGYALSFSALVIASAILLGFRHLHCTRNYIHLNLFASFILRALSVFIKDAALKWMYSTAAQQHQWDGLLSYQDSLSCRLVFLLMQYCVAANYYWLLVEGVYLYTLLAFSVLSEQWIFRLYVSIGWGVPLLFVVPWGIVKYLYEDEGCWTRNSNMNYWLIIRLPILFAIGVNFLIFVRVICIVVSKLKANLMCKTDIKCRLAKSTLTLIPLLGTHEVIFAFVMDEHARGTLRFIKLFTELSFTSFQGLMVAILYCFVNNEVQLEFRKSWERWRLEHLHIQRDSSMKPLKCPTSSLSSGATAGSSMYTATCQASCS
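GLP-1R inverse agonism mode: basal reporter luminescence in engineered HEK293 cells measured after one day of compound exposure at 37 deg C, with a 12 min room-temperature detection step.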
D3 antag: antagonists of human D3 dopamine receptor; P35462; AID 652054; max response, negative = inhibition, %; D3R cells, DiscoveRx beta-arrestin luminescence, antagonist mode; active compounds read low; 360,000 tested, 2.5% active; in the data active = max response below about -50%; inconclusive = no clear call, values can overlap the other calls; note: % is set by controls: 0 for no effect and ±100 for the full control effect; mostly tested at two doses, the higher about 12 µM
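Cells plated overnight at 1500 cells/well, then exposed to library compounds with dopamine controls for 90 minutes at 37 degrees C. DiscoveRx reagent added for 30–60 minutes at room temperature; luminescence read, quantitative HTS format.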
Abeta yeast res: A-beta toxicity reversal in yeast; yeast expressing A-beta42, growth rescue, OD600, 48 h; response scale: 0% DMSO, 100% iron-clioquinol control; Potency, µM (top dose mostly 46.1 µM), for inactives: at the top dose growth rescue, most hits filed as activators; 410,000 tested, 0.063% active; AID 1347071; note: potency is the fitted concentration of half-maximal effect; nearly all actives have a fitted effect of over 55% in size
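Growth rescue measured by 600 nm absorbance after 48 h yeast culture at 30 C with compound. Values normalized between DMSO and an equimolar ferric chloride plus clioquinol control.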
aSyn rescue: rescues yeast growth from alpha-synuclein toxicity; Yeast expressing alpha-synuclein, growth rescue, BacTiter-Glo, 24 h; Potency, µM (highest dose often 46.1 µM), inactives show at the highest dose growth rescue (activation), usual class: activators; 370,000 tested, 0.14% active; AID 652106; note: potency is the fitted concentration of half-maximal effect; % of control where 0% means no effect; nearly all actives have a fitted effect of over 65% in size
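Readout is rescue of growth in alpha-synuclein-expressing yeast, so inhibitors of toxicity appear as activators. Growth after 24 hr at 30 deg C in galactose medium is quantified by luminescence.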
PTHR1 agonist: activates the human parathyroid hormone receptor PTHR1. 410,000 tested, 0.075% active. Potency, µM (series often up to 115 µM), for the others: at the highest dose activation, most hits filed as activators. AID 743266. HEK293 GP2 PTHR1 cells, GloSensor cAMP luminescence, 1 h. Q03431; note: potency is the fitted concentration of half-maximal effect; nearly all actives have a fitted effect of over 55% in size; some results filed as inactive show a strong effect at the top dose; inactives centre near -15; many of its hits are not listed in these tables
Target sequence (Q03431 whole entry, looked up): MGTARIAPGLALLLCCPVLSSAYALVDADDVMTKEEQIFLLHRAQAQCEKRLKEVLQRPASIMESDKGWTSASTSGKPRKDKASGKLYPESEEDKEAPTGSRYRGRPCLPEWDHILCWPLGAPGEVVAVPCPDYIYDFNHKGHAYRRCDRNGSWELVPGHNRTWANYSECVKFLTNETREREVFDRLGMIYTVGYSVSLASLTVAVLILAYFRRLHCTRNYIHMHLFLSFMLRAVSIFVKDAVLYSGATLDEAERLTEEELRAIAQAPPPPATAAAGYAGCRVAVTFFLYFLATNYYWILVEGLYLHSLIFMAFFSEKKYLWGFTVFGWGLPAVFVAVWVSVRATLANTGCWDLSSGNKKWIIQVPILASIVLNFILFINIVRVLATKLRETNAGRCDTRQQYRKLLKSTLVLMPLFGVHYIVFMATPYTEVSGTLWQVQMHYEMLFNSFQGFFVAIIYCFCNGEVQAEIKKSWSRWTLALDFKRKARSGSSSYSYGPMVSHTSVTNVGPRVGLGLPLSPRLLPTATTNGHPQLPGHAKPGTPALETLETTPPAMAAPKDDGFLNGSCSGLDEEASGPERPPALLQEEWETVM
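HEK-293-derived GP2 cells expressing PTHR1 and a GloSensor cAMP reporter, 3,000/well, plated overnight, given luciferin plus IBMX (each 0.5 mM as added) for 1 h at 37 °C, then compound for 1 h at 37 °C. Luminescence was read after 15 min at room temperature.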
FUS yeast rescue: FUS proteinopathy suppression in yeast; S. cerevisiae FUS-expressing, growth rescue, OD600, 24 h; Potency, µM (doses to about 76.6 µM), for inactives: at the top dose growth rescue (activation), most hits filed as activators; 390,000 tested, 0.24% active; AID 1347120;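 note: potency is the fitted concentration of half-maximal effect; plate controls were DMSO vehicle for no effect and reference control for full effect; nearly all actives have a fitted effect of over 55% in size; some results filed as inactive show a strong effect at the top dose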
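Yeast expressing FUS under galactose induction, OD 0.005 in 2% galactose medium; compounds in a dilution series, 24 h at 30C. Growth rescue by absorbance at 600 nm; CP55940 positive control, DMSO negative.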
GLP-1R agonist: GLP-1 receptor (human) agonism | Potency, µM (top dose mostly 45.6 µM), for the others: at the top dose activation, usual class: activators | HEK293 GLP-1R CRE-luciferase, luminescence, 4-6 h; cells express a hypersensitive GLP-1R form | 380,000 tested, 0.007% active | AID 624172; note: potency is the fitted concentration of half-maximal effect; % of control where 0% means no effect
The depositor's hits bear a star; i = inactive; ? = inconclusive; / = not tested or not shown; [ ] = another dose, or the depositor's remark. Unless noted, calls come from the whole dose curve; as a rule, active = well fitted curve in the direction sought with a large enough effect; inconclusive = small, poorly fitted or top-dose-only effect, or another doubt; inactive = no such curve, though single readings can be large; an effect the other way counts as inactive or inconclusive.

SMILES	TDP-43 yeast inh	pAkt inh	GLP1R inv ag	D3 antag	Abeta yeast res	aSyn rescue	PTHR1 agonist	FUS yeast rescue	GLP-1R agonist
COC(=O)CSc1nc(N)nc(C)c1Cl	-9.1%	i	2.2%	-25.8	-5.6%	-2.8%	-0.7%	-11.8%	8.8%
Cc1ccc(NS(=O)(=O)c2ccc(-c3cnc(C4CC4)o3)cc2)cc1N(C)C	-3.9%	/	?	/	-3.1%	/	i	32.7%	/
O=C(COC(=O)CNC(=O)c1ccc(Cl)cc1)NC1CCCCCC1	3.5%	i	0.1%	-13.2	20.9%	3.5%	12.5%	-5.0%	10.7%
COCCCN(C(=O)CCOc1ccc(C(C)(C)C)cc1)c1c(N)n(Cc2ccccc2)c(=O)[nH]c1=O	-0.4%	i	20.9%	8.9	4.0%	0.9%	i	17.7%	7.9%
CCOCCc1nnc(NC(=O)Cc2ccccc2)s1	-3.9%	i	-2.6%	-7.1	1.6%	-6.1%	i	6.5%	-0.9%
CCSC(=Nc1ccccc1)Nc1ccccc1	-24.6%	i	?	-10.6	-23.4%	-4.6%	-12.5%	3.7%	9.1%
Cc1ccc(NC(=O)CN(C)S(=O)(=O)c2ccc3c(c2)n(C)c(=O)c(=O)n3C)cc1F	0.9%	/	12.3%	/	0.0%	/	-14.5%	13.3%	/
O=C(COC(=O)Cc1cccs1)Nc1ccccc1Cl	?	i	25.9%	-12.0	1.8%	6.6%	i	-14.2%	1.0%
CCCCOc1ccc(C(=O)OC2CC(C)N(C)CC2C)cc1 (configuration not stated)	-4.0%	i	3.55µM*	0.0	-1.5%	14.4%	-15.9%[57.5 µM]	6.0%	16.1%
Cc1cc(C(=O)C(=O)Nc2nnc(C(C)C)s2)c(C)n1-c1ccccc1	-11.1%	/	-23.3%	/	-21.8%	/	-15.7%	?	/
C=CCNC(=S)N1CCN(c2ncc3c(=O)c(C(=O)O)cn(CC)c3n2)CC1	-30.6%	i	3.2%	14.8	-0.2%	-3.6%	-14.7%	13.6%	-2.3%
CC(C)=CCN1CCN(C/C(Cl)=C/c2ccccc2)CC1CCO (configuration not stated)	-10.0%	i	?	-62.8*	-5.9%	-8.4%	-28.9%	4.8%	2.4%
CN1C(C)(C)CC(NC(=O)c2ccco2)CC1(C)C	17.9%	i	3.4%	-1.2	9.2%	2.3%	-20.6%	-1.5%	-1.8%
C=CCc1cccc(/C=N/NC(=O)COc2ccc(-n3cnnn3)cc2)c1O	14.2%	/	?	7.7	-11.4%	-5.9%	i	-3.2%	-1.0%
CCOc1ccc2nc(N3CCC(C(=O)Nc4ccc(Br)cc4F)CC3)sc2c1	21.9%	/	31.2%	/	7.1%	0.7%	-9.6%	-4.1%	/
Brc1cccc2sc(N3CCCC3)nc12	?	i	?	9.3	9.3%	9.0%	-9.5%	4.0%	14.9%
CCCC/C(C)=N/NC(=O)C(=O)NCCc1ccccc1	-12.2%	i	11.9%	-13.7	12.5%	-2.0%	?	-15.3%	-29.6%
COc1ccc(OC(=O)C2CC(=O)N(c3ccc(C)cc3)C2)cc1 (configuration not stated)	20.9%	i	-4.4%	9.7	6.0%	9.8%	i	-6.1%	3.6%
CCCS(=O)(=O)N1CCN(S(=O)(=O)c2ccccc2[N+](=O)[O-])CC1	-12.9%[9.22 µM]	i	?	4.1	-16.8%	0.0%	i	6.9%	9.5%
COc1ccccc1N1CCN(C(=O)c2ccc3c(c2)N(Cc2ccccc2)C(=O)c2ccccc2S3(=O)=O)CC1	?	/	7.3%	/	3.0%	/	-7.7%	?	/
CCN(CC)S(=O)(=O)c1ccc(NC(=O)C(C)N(c2ccc(OC)cc2)S(C)(=O)=O)cc1 (configuration not stated)	-8.4%	i	0.0%	14.4	0.1%	-0.1%	10.2%[57.5 µM]	39.7%	18.8%
COc1cc(OC)c2c(-c3cccc(-c4ccc(NC(C)=O)cc4)c3)cc(=O)oc2c1	21.1%	i	?	0.0	-31.6%[inhibitor]	5.5%	-9.4%	?	3.2%
COc1ccccc1NC(=O)CSc1nnc(Cc2cccn2C)n1-c1ccc(F)cc1	11.7%	i	-4.8%	8.8	25.0%	2.1%	i	15.1%	-5.1%
C1=CN2CCC1C(c1ccccc1)C2 (configuration not stated)	7.0%	i	8.4%	-12.6	2.5%	-6.9%	-5.4%	-4.5%	0.3%
COC(=O)CCCn1cc(CN(C)C2CN(Cc3cn(CCCC(=O)OC)nn3)S(=O)(=O)C2)nn1 (configuration not stated)	16.9%	i	26.4%	3.5	-3.1%	-0.5%	-15.6%	-11.3%	-3.9%
O=C(CCn1c(=O)oc2ccc(Cl)cc21)NCCCN1CCOCC1	8.1%	i	18.4%	13.6	-6.5%	-1.1%	i	1.1%	-1.0%
CCC(=O)Nc1cccc(C(=O)Nc2nccs2)c1	5.5%	i	2.4%	-24.3	7.6%	-3.6%	i	9.1%	-8.1%
Cc1cc(C)cc(N(CC(=O)N2CC=C(c3ccccc3)CC2)S(=O)(=O)c2c(C)noc2C)c1	0.0%	i	-3.6%	10.7	23.1%	-12.7%	-19.4%	35.1%	3.3%
O=C(O)/C=C/c1ccc2c(-c3ccccc3)onc2c1	10.4%	i	-22.5%	-5.6	?	7.8%	i	-3.1%	-1.8%
Cc1ccc(CCP(=O)(O)CN2CCOCC2)cn1	-16.2%	i	18.0%	-16.8	-0.7%	-1.8%	-11.0%	-0.1%	1.2%
CSc1cccc(NC(=O)C(C)C)c1	4.9%	i	11.5%	3.8	15.3%	3.5%	i	2.2%	9.8%
O=C(OCc1nnc(-c2ccccc2)o1)C1CC(=O)N(Cc2ccco2)C1 (configuration not stated)	13.5%	i	19.7%	?	0.4%	5.5%	?	10.6%	-0.6%
COC(=O)c1cccc(NC(=O)CCc2ccccc2)c1	12.4%	i	3.3%	0.0	-5.1%	-1.4%	-19.5%	/	2.2%
CC1(C)C=C(c2ccc(C=O)s2)CC(C)(C)N1	5.1%	i	-4.6%	-13.0	10.6%	2.8%	i	6.5%	-7.2%
CCOc1cccc2sc(N(Cc3cccnc3)C(=O)c3ccc(C#N)cc3)nc12	-2.8%	/	0.8%	/	-19.4%	/	-56.1%[inhibitor]	33.6%	/
Cc1cc(SCC(=O)N/N=C/c2ccccc2C(=O)O)c(C)cc1Br	-3.2%	i	-34.1%	0.0	-0.2%	-1.4%	-36.8%[inhibitor]	18.8%	6.0%
CC1=C(C(=O)N(C(C)C)C(C)C)CC(CC(=O)NCCc2ccccn2)C(=O)N1Cc1ccc(F)cc1 (configuration not stated)	4.0%	i	11.6%	7.3	-13.3%	-1.2%	i	7.1%	-5.1%
Cc1oc2ccccc2c1CNC(=O)N(C)C	17.6%	i	1.9%	13.6	15.0%	0.4%	i	-19.9%	1.9%
CC(Oc1ccccc1)C(=O)Nc1nc(-c2ccccn2)cs1 (configuration not stated)	?	i	?	-0.6	?	22.4µM*	-12.5%	13.7%	11.3%
CCOC(=O)C(C)Oc1c(Br)cc(C2NC(=O)NC(C)=C2C(C)=O)cc1OCC (configuration not stated)	-0.1%	i	11.8%	?	3.9%	6.6%	i	25.3%	0.4%
CCOC(=O)c1ccc(NC(=O)CC2C(=O)N(c3ccc(C)cc3)C(=O)N2C2CCCC2)cc1 (configuration not stated)	-11.1%	/	?	/	-4.9%	/	-20.0%	-0.7%	/
O=C(CNC(=O)c1ccncc1)N/N=C/c1ccccn1	0.6%	i	4.9%	-5.4	-2.5%	1.7%	-12.6%	-12.1%	-0.5%
CCC1Oc2ccccc2N(CC(=O)NC2CCCC2)C1=O (configuration not stated)	-14.7%	i	1.5%	-6.2	-0.8%	5.5%	i	6.3%	7.5%

9 entries already listed, ordered by heavy-atom count, ascending:
SMILES	TDP-43 yeast inh	pAkt inh	GLP1R inv ag	D3 antag	Abeta yeast res	aSyn rescue	PTHR1 agonist	FUS yeast rescue	GLP-1R agonist
Brc1cccc2sc(N3CCCC3)nc12	?	i	?	9.3	9.3%	9.0%	-9.5%	4.0%	14.9%
Cc1ccc(CCP(=O)(O)CN2CCOCC2)cn1	-16.2%	i	18.0%	-16.8	-0.7%	-1.8%	-11.0%	-0.1%	1.2%
O=C(COC(=O)Cc1cccs1)Nc1ccccc1Cl	?	i	25.9%	-12.0	1.8%	6.6%	i	-14.2%	1.0%
O=C(CNC(=O)c1ccncc1)N/N=C/c1ccccn1	0.6%	i	4.9%	-5.4	-2.5%	1.7%	-12.6%	-12.1%	-0.5%
COc1ccc(OC(=O)C2CC(=O)N(c3ccc(C)cc3)C2)cc1 (configuration not stated)	20.9%	i	-4.4%	9.7	6.0%	9.8%	i	-6.1%	3.6%
Cc1cc(SCC(=O)N/N=C/c2ccccc2C(=O)O)c(C)cc1Br	-3.2%	i	-34.1%	0.0	-0.2%	-1.4%	-36.8%[inhibitor]	18.8%	6.0%
C=CCc1cccc(/C=N/NC(=O)COc2ccc(-n3cnnn3)cc2)c1O	14.2%	/	?	7.7	-11.4%	-5.9%	i	-3.2%	-1.0%
CCOc1ccc2nc(N3CCC(C(=O)Nc4ccc(Br)cc4F)CC3)sc2c1	21.9%	/	31.2%	/	7.1%	0.7%	-9.6%	-4.1%	/
CC1=C(C(=O)N(C(C)C)C(C)C)CC(CC(=O)NCCc2ccccn2)C(=O)N1Cc1ccc(F)cc1 (configuration not stated)	4.0%	i	11.6%	7.3	-13.3%	-1.2%	i	7.1%	-5.1%

This is a subset; the hit share may differ from the screen's.
